Bioassay records: PubChem, several laboratories
SV40 large T antigen: TAg ATPase/helicase activity blockers – biochemical (AID 1903); SV40 large T antigen ATPase/helicase inhibition assay; higher % means a stronger effect; inhibition, % at 20 µM, or IC50 in µM where a hit was titrated; hit rate 0.39% among 310,000; in the data active = a potency from the dose series; inconclusive = inhibition mostly from about 32% at the one dose, without a potency; inactive = the rest, 99 in 100 with inhibition below about 32%; also: strong numbers were not always called active
HIV peptide binding: cell-free HIV fusion peptide-binding blockers – biochemical, uHTS, fluorescence dequenching, primary screen (AID 1986); hit rate 0.3% among 290,000; inhibition, % at 20 µM; hits with a dose series show IC50 in µM; cell-free peptide binding, fluorescence dequenching, 30 min; higher % means a stronger effect; in the data active = inhibition mostly above about 52%, no sharp cut-off; inactive = mostly below about 76%; also: some results filed as inactive read as strong as hits
MgcRacGAP inhibition: MgcRacGAP GTPase-activating activity inhibitors, confirmation, biochemical, ADP Hunter fluorescence; MgcRacGAP-stimulated Rac1 GTP hydrolysis, ADP Hunter fluorescence; higher % means a stronger effect; GST-tagged Rac1 F28L mutant substrate; inhibition, % at 30 µM; hits with a dose series show IC50 in µM; hit rate 0.6% among 340,000;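 active = first-screen hits whose inhibition reached a set limit at any dose in the follow-up dose series; inconclusive = inhibition above the set first-screen limit but never retested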;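 also: fluorescence reports GDP produced by GAP-driven GTP hydrolysis; strong numbers were not always called active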
AID2073: inhibitors of Mint1-CaV2.2 protein interaction, biochemical, HTRF (AID 2073). HTRF protein-protein interaction, Mint1-CaV2.2; higher % means a stronger effect. one-dose inhibition, % at 20 µM; IC50 in µM for titrated hits. hit rate 0.19% among 290,000; in the data active = inhibition mostly above about 51%, no sharp cut-off; inconclusive = no clear call, values can overlap the other calls; inactive = mostly below about 53%; also: some results filed as inactive read as strong as hits
RSV antiviral HEp-2: RSV antiviral activity via CPE protection, HEp-2 cells, primary 10 µM value included (AID 2391). one-dose CPE inhibition, % at 10 µM; IC50 in µM for titrated hits. HEp-2 cells, RSV-induced CPE inhibition; higher % means a stronger effect. hit rate 0.13% among 310,000; in the data active = a potency from the dose series; inconclusive = CPE inhibition mostly from about 23% at the one dose, without a potency; inactive = the rest, 99 in 100 with CPE inhibition below about 21%; also: strong numbers were not always called active
SIAH1 antagonists: Siah-1 peptide-binding antagonists, primary screen, biochemical, fluorescence polarization, rhodamine-plectin, uHTS (AID 1817); Siah-1 / rhodamine-plectin peptide fluorescence polarization; higher % means a stronger effect; displacement, % at 20 µM, or IC50 in µM where a hit was titrated; hit rate 0.02% among 290,000;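 active = displacement of at least 50% at 20 µM, with a fluorescence ratio check between 0.3 and a set limit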;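 also: plate controls were Siah plus tracer with DMSO for no effect and tracer alone without Siah for full effect; strong numbers were not always called active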
NS5 inhibitors: flavivirus cap methylation enzyme inhibition – biochemical, confirmation dose response, primary screen (AID 588689); one-dose inhibition, % at 25 µM; IC50 in µM for titrated hits; Dengue-2 NS5 methyltransferase capping enzyme assay, biochemical; higher % means a stronger effect; hit rate 0.3% among 340,000; in the data active = a potency from the dose series; inconclusive = inhibition above about 29% without an active follow-up result
LYP phosphatase: PTPN22 lymphoid phosphatase activity blockers – biochemical, fluorescence intensity, uHTS (AID 1779); recombinant LYP phosphatase, fluorescence intensity; higher % means a stronger effect; inhibition, % at 11.5 µM; hits with a dose series show IC50 in µM; hit rate 0.054% among 290,000; in the data active = inhibition above about 50%;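 also: plate controls were vehicle with enzyme for no effect and no enzyme for full effect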
XIAP displacement: small molecules displacing peptide from XIAP – biochemical, IAP family, fluorescence polarization (AID 1018) | hit rate 0.007% among 200,000 | XIAP BIR domain, fluorescence polarization peptide displacement; higher % means a stronger effect | one-dose displacement, % at 20 µM; IC50 in µM for titrated hits; in the data active = displacement above about 50%; also: a part of the inactive calls stands beside numbers as strong as those of hits
NS5 inhibitors pilot replicate: recorded beside NS5 inhibitors, whose call it bears; inhibition, %; measured here: pilot screen replicate inhibition
Numbers without * were called inactive; ? = inconclusive; · = not tested or not shown.

SMILES	SV40 large T antigen	HIV peptide binding	MgcRacGAP inhibition	AID2073	RSV antiviral HEp-2	SIAH1 antagonists	NS5 inhibitors	LYP phosphatase	XIAP displacement	others
CCOC(=O)c1sc(N2C(=O)C(O)=C(C(=O)c3ccco3)C2c2cccc([N+](=O)[O-])c2)nc1C (configuration not stated)	16%	19µM*	3%	3%	19%	0%	0%	-4%	·
Cc1ccc(N2C(=O)C3CCC(C)(C2=O)C3(C)C)cc1C (configuration not stated)	19%	0.1%	3%	-10%	1.4%	-1%	1%	-7%	-13%
Cn1ccnc1CN1CCN(C(=O)c2cc(COc3ccc(F)c(F)c3)on2)CC1	7%	0.4%	4%	8%	0.3%	7%	-5%	-10%	·
CC(C)=NNc1cc([N+](=O)[O-])cc2c1C(=O)N(C)S2=O (configuration not stated)	14%	-2.0%	46%	14%	3.1%	-3%	6%	-1%	-11%
CCC1CCCCN1CCCNC(=O)C1CCN(S(=O)(=O)N2CCC3(CC2)OCCO3)CC1 (configuration not stated)	11%	0.7%	7%	0%	0.2%	2%	-16%	-5%	·
CCOC(=O)CC(=O)CSc1nc(-c2cccnc2)ccc1C#N	15%	12%	3%	42%	2.0%	-4%	-2%	-1%	-3.4%
COCC(=O)Nc1cc(C)cn(Cc2ccccc2Cl)c1=O	5%	-1.5%	8%	2%	0.2%	3%	-10%	-8%	·
CC1CC(C)CN(C(=O)CCCNC(=O)c2ccc(Cl)cc2)C1 (configuration not stated)	7%	-1.3%	4%	21%	0.5%	-8%	-6%	-5%	·
CN(Cc1cnccn1)C(=O)CC1C(=O)NCCN1CC(c1ccccc1)c1ccccc1 (configuration not stated)	2%	1.3%	-2%	-1%	0.4%	4%	-3%	-8%	-0.9%
COc1cc(/C=N/NC(=O)c2ccc(NC(=O)C3CC3)cc2)ccc1OC(C)=O	13%	0.5%	8%	12%	0.9%	2%	4%	5%	·
CC1=NNC(=O)C1CC(=O)N/N=C(/C)c1cccc([N+](=O)[O-])c1 (configuration not stated)	19%	-0.3%	10%	6%	1.6%	-9%	-3%	-6%	-4.1%
CC(C)(C)c1ccc(C(=O)N/N=C2\C3CN4CCN(C3)CC2(c2ccccc2)C4)cc1	8%	-1.8%	5%	0%	0.1%	0%	2%	-3%	-7.1%
Cc1cnc(CNC(=O)C2CCC(=O)N(CCc3cccc(F)c3)C2)[nH]1 (configuration not stated)	6%	2.2%	11%	1%	1.6%	2%	-1%	-11%	·
CCCn1c(N)c(N(CCOC)C(=O)c2ccc(-c3ccc(Cl)cc3)o2)c(=O)[nH]c1=O	29%	·	2%	·	-2.1%	·	-2%	·	·
Cn1c(=O)c2c(nc(N/N=C/c3ccncc3)n2Cc2ccccc2)n(C)c1=O	20%	-3.3%	8%	-1%	16%	5%	-13%	3%	·
COc1ccccc1NC(=S)NC(NC(=O)c1ccco1)C(Cl)(Cl)Cl (configuration not stated)	13%	-0.4%	4%	-14%	3.2%	-5%	-1%	-4%	-7.3%
Cn1c(=O)c2c(SCC(=O)Nc3nccs3)nc(C3CC3)nc2n(C)c1=O	16%	-1.3%	10%	-6%	2.0%	-4%	2%	-4%	·
FC(F)(F)c1nnc2c(Sc3ccc(Cl)cc3)nc3ccccc3n12	1%	-3.9%	-5%	2%	-0.1%	2%	-4%	-10%	-2.1%
COc1ccc(/C=C/C(=O)OCc2cc(=O)n3c(n2)sc2ccccc23)cc1	-4%	7.3%	4%	20%	7.8%	-2%	-6%	4%	-6.5%
CC12CC3(C)CC(C)(C1)CC(C(=O)NC(=S)N1CCCC1)(C2)C3	-5%	1.5%	-2%	-26%	-1.3%	3%	-3%	-3%	-9.3%
O=C(O)c1cc(N/N=C/c2ccc3c(c2)OCCO3)ccc1Cl	12%	37%	7%	7%	3.6%	5%	1%	2%	-4.8%
CSCCC(NC(=O)c1ccccc1)C(=O)Nc1ccc(C)cc1 (configuration not stated)	8%	-1.1%	11%	3%	0.6%	-8%	-6%	-5%	-14%
COc1cc(C2(c3ccc(O)c(OC)c3)C(=O)N(C)c3ccc(Br)cc32)ccc1O	11%	·	-5%	·	5.8%	·	-8%	·	·
Cc1ccc(S(=O)(=O)N2CCCCCC2)cc1C(=O)NCc1ccccn1	35%	1.9%	5%	11%	0.8%	2%	-6%	-8%	·
COCCNc1oc(/C=C/c2ccccc2OC)nc1S(=O)(=O)c1ccccc1	10%	-0.7%	9%	15%	?	0%	0%	-7%	·

Looked up one by one from above, 4 records:
SMILES	SV40 large T antigen	HIV peptide binding	MgcRacGAP inhibition	AID2073	RSV antiviral HEp-2	SIAH1 antagonists	NS5 inhibitors	LYP phosphatase	XIAP displacement	others
Cc1cnc(CNC(=O)C2CCC(=O)N(CCc3cccc(F)c3)C2)[nH]1 (configuration not stated)	6%	2.2%	11%	1%	1.6%	2%	-1%	-11%	·
Cn1c(=O)c2c(nc(N/N=C/c3ccncc3)n2Cc2ccccc2)n(C)c1=O	20%	-3.3%	8%	-1%	16%	5%	-13%	3%	·
COc1cc(C2(c3ccc(O)c(OC)c3)C(=O)N(C)c3ccc(Br)cc32)ccc1O	11%	·	-5%	·	5.8%	·	-8%	·	·
Cc1ccc(N2C(=O)C3CCC(C)(C2=O)C3(C)C)cc1C (configuration not stated)	19%	0.1%	3%	-10%	1.4%	-1%	1%	-7%	-13%

(further entries)
SMILES	SV40 large T antigen	HIV peptide binding	MgcRacGAP inhibition	AID2073	RSV antiviral HEp-2	SIAH1 antagonists	NS5 inhibitors	LYP phosphatase	XIAP displacement	others
CCC(C)(C)NC(=O)Cn1c(=O)oc2cc(S(=O)(=O)N3CC(C)CC(C)C3)ccc21 (configuration not stated)	13%	1.1%	6%	0%	0.1%	3%	-8%	-13%	·
Brc1ccccc1-c1nnc2sc(Cc3ccccc3)nn12	6%	-0.7%	1%	-7%	14%	0%	-2%	0%	-6.5%
Cc1cc(=O)c2ccccc2[nH]1	2%	-0.3%	8%	0%	0.3%	-1%	-14%	0%	-2.1%
Cc1ccc(NC(=O)CSc2nccc(=O)[nH]2)c(S(=O)(=O)N2CCOCC2)c1	-1%	-0.8%	8%	-11%	0.0%	-1%	-9%	-6%	-7.7%
CC(=O)c1cc(C)ccc1OC(=O)c1ccncc1	15%	0.7%	2%	7%	1.7%	2%	-5%	-1%	·
Cc1nnc(SCC(=O)Nc2nsc(-c3ccccc3)n2)s1	9%	0.8%	8%	-5%	4.0%	2%	-2%	3%	-3.1%
O=C1C2CCCN2C(c2ccc(Br)cc2)N1c1ccc(F)cc1 (configuration not stated)	6%	-2.7%	-1%	-8%	-1.8%	2%	-3%	-9%	-1.0%
Cc1nc(N2CCCCC2)sc1C(=O)c1ccc(Cl)c([N+](=O)[O-])c1	9%	0.5%	·	-12%	3.1%	5%	·	1%	-11%
O=C(Nc1ccccc1C(=O)N1CCCC1)c1ccccc1	7%	1.7%	-5%	-3%	2.2%	6%	-4%	-6%	-6.3%
CCc1ccc2[nH]c(=O)c(C(c3nnnn3CCOC)N3CCN(c4ccccc4F)CC3)cc2c1 (configuration not stated)	9%	-0.1%	7%	23%	3.2%	1%	1%	-12%	-6.3%
COC(=O)N[C@H](c1ccccc1)[C@@]1(C)C[C@@H]1[C@@H](C)C(=O)Nc1ccc2ccccc2c1	12%	·	0%	·	16%	·	-3%	·	·
O=C1Nc2ccccc2C12OCCS2 (configuration not stated)	2%	0.3%	·	3%	1.5%	0%	·	-4%	-3.9%
COc1ccc(OC)c(NC(=O)c2ccccc2N(Cc2ccccc2)S(C)(=O)=O)c1	22%	-1.7%	6%	-6%	-0.8%	0%	0%	-4%	-1.1%
CC/C(=N\NC(=O)C1CCCC1)c1cccc(Br)c1	27%	-0.4%	4%	4%	2.6%	8%	-5%	-7%	·
COc1ccc(C2C=C(c3ccc(Br)s3)Nc3ncnn32)cc1OC (configuration not stated)	11%	150%	·	30%	3.9%	4%	·	0%	-5.1%
COc1cc(/C=N/n2c(COc3ccccc3)n[nH]c2=S)cc(OC)c1OC(C)=O	3%	1.2%	10%	-29%	2.6%	11%	3%	5%	·
CC(NC(=O)OCc1ccccc1)C(=O)NCC1CCCO1 (configuration not stated)	-2%	-1.7%	7%	5%	2.2%	2%	1%	-10%	-1.4%	NS5 inhibitors pilot replicate=4.9
Cn1c(SCC(=O)NC2CC2)nnc1-c1ccco1	3%	3.0%	3%	2%	2.0%	3%	0%	-4%	2.7%
COC(c1ccccc1)c1nc2ccccc2[nH]c1=O (configuration not stated)	10%	-0.4%	4%	15%	0.7%	1%	-4%	-6%	·
CCC(C)(C)c1ccc(OCCN2C(=O)NC(C)(C)C2=O)cc1	-2%	0.1%	0%	-2%	-0.2%	-1%	4%	-5%	-3.2%	NS5 inhibitors pilot replicate=-0.9
CCOC(=O)N1CCN(C(=O)CSc2nnc(-c3ccccc3OC)o2)CC1	1%	4.2%	0%	10%	0.3%	2%	-2%	-13%	-1.7%
COc1ccc(CCNC(=O)C(=O)NCC2CCCN2S(=O)(=O)c2ccc(OC)cc2)cc1 (configuration not stated)	9%	·	5%	·	6.9%	·	-7%	·	·
COc1ccc(C)cc1NC(=O)Nn1cnnc1	-2%	3.0%	1%	-5%	1.5%	-1%	-9%	-5%	-6.2%	NS5 inhibitors pilot replicate=-5.2
O=c1c(Cl)c(N2CCN(c3ccc(F)cc3)CC2)cnn1C12CC3CC(CC(C3)C1)C2	1%	-1.2%	-5%	-2%	5.6%	1%	1%	7%	-8.7%
COc1ccc(CC(=O)NC(C)(C)C)cc1S(=O)(=O)N1CCOCC1	1%	-2.5%	3%	4%	1.4%	-2%	1%	-6%	-5.4%
SMILES	SV40 large T antigen	HIV peptide binding	MgcRacGAP inhibition	AID2073	RSV antiviral HEp-2	SIAH1 antagonists	NS5 inhibitors	LYP phosphatase	XIAP displacement	others
COc1ccc(C(C(=O)NCc2ccccc2)N(C(=O)c2snc(C(N)=O)c2N)C2CCCC2)cc1O (configuration not stated)	3%	-2.5%	11%	5%	3.5%	2%	-6%	-6%	·
CCOc1cc(C(=O)CSc2nnc(CNc3ccc(Cl)cc3)o2)ccc1NC(=O)CC	12%	-2.5%	4%	-7%	1.7%	-4%	-4%	-3%	-1.4%
CN1C(=O)C2C(c3ccc(N(C)C)cc3)NN(Cc3ccccc3)C2C1=O (configuration not stated)	20%	-2.8%	?	7%	0.5%	1%	-4%	4%	-3.3%
CCOc1ccccc1NC(=O)C1CCCN(c2c(CC)c(C)nc3ncnn23)C1 (configuration not stated)	8%	1.4%	7%	6%	?	-1%	-4%	-7%	·
CCOC(=O)C1CCN(S(=O)(=O)c2ccc(NC(=O)OC)cc2)CC1	-15%	1.4%	4%	-4%	20%	0%	0%	-8%	0.9%
Cc1onc(-c2c(F)cccc2Cl)c1C(=O)ONC(=O)c1ccccc1	9%	-0.5%	7%	-6%	1.2%	2%	-5%	-3%	·
CSC(=O)NC12CC3CC(CC(C)(C3)C1)C2	7%	-1.4%	4%	-4%	0.8%	0%	-6%	-8%	-3.2%
CCOCCCN(C)C1CCN(C(=O)c2oc3ccccc3c2NC(=O)COc2cccc(C)c2)CC1	8%	-0.9%	-4%	1%	-0.2%	3%	-10%	-3%	·
